pAkt inh: HTS Assay for Inhibitors of Akt Phophorylation: Primary Screen | Neuro2A IGF-stimulated pAkt S473 HTRF, 20 min; stronger effect = lower value | activity change, % for hits at 50 µM | 0.32% of 360,000 active | AID 651550, 2012; in the data active = activity change below about -80%; inconclusive = mostly about -51% to -80%; also: % is scaled to controls: 0 for no effect and ±100 for the full control effect
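Single-point screen (50 µM final compound) in Neuro2A cells stimulated 20 min with 6 nM IGF at 37 deg C. After lysis, Ser473-phosphorylated Akt read by HTRF (ex 330 nm, em 615/665 nm) as the 665/615 ratio.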
MmCpn inh: Inhibitors of TCP-1 ring complex (TRiC) of Methanococcus maripaludis (MmCpn): qHTS | purified Mm-Cpn ATPase, ADP Transcreener TR-FRET | Potency, µM (doses to about 76.9 µM), for inactives: at the highest dose activity, negative = inhibition, most hits filed as inhibitors | 0.031% of 330,000 active | AID 504842, 2011; also: potency is read from the fitted curve at half-maximal effect; % is scaled to controls: 0 for no effect and ±100 for the full control effect; nearly all actives have a fitted effect of over 80% in size
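Purified archaeal chaperonin (25 nM final) was preincubated with compound for 10 min at 37°C, then ATP (10 uM final) was added for 30 min at 37°C in Tris pH 7.4/KCl/MgCl2/DTT buffer. ADP was quantified by HTRF Transcreener TR-FRET.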
Abeta rescue: qHTS for compounds that reverse cellular toxicity of Amyloid beta (A-beta) peptide in yeast: Primary Screen. yeast expressing A-beta42, growth rescue, OD600, 48 h; response scale: 0% DMSO, 100% iron-clioquinol control. 0.063% of 410,000 active. Potency, µM (doses to about 46.1 µM), inactives show top-dose growth rescue, hits mostly activators; also: potency is read from the fitted curve at half-maximal effect; nearly all actives have a fitted effect of over 55% in size
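Yeast A-beta toxicity model in growth medium with pinned compounds, 48 h at 30 C; growth read as absorbance at 600 nm. Normalized to FeCl3/clioquinol equimolar mix (positive) and DMSO (negative).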
HEK293 tox: qHTS of GLP-1 Receptor Inverse Agonists: Cytotox Screen; 0.13% of 410,000 active; Potency, µM (doses to about 38.3 µM), for inactives: top-dose activity change, negative = inhibition, usual class: inhibitors; HEK293 cAMP-luciferase reporter cells, luminescence, 24 h;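 also: loss of luciferase light is scored as toxicity; potency is read from the fitted curve at half-maximal effect; % is scaled to controls: 0 for no effect and ±100 for the full control effect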
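Compound-treated cells are incubated 24 hr at 37 deg C under 5% CO2 after a 12 hour attachment period, then luciferase detection reagent is added and luminescence is measured following 12 min at room temperature; lowered signal indicates toxicity.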
TDP-43 yeast inh: qHTS of TDP-43 Inhibitors; TDP-43 expressing yeast growth rescue, BacTiter-Glo, 24 h; Potency, µM (series often up to 46.1 µM), for the others: at the highest dose growth rescue (activation), actives largely listed as activators; 1.8% of 410,000 active; AID 652104, 2013; also: potency is read from the fitted curve at half-maximal effect; % of control where 0% means no effect; nearly all actives have a fitted effect of over 50% in size
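Growth rescue of TDP-43-toxic yeast measured as ATP luminescence (BacTiter-Glo). Cells grown to mid-log in raffinose, induced in galactose at OD600=0.02, exposed to compound 24 hr at 30 deg C.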
FUS suppressor: qHTS for Suppressors of FUS Proteinopathy: Primary screen using FUS-linked yeast assay | S. cerevisiae FUS-expressing, growth rescue, OD600, 24 h | Potency, µM (top dose mostly 76.6 µM), inactives show top-dose growth rescue (activation), most hits filed as activators | 0.24% of 390,000 active;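 also: potency is read from the fitted curve at half-maximal effect; plate controls were DMSO vehicle for no effect and reference control for full effect; nearly all actives have a fitted effect of over 55% in size; some results filed as inactive show a strong effect at the top dose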
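FUS-expressing yeast, raffinose-pregrown, induced in 2% galactose minimal medium at OD 0.005; compounds in a dilution series, 24hr at 30C. Growth restoration read as absorbance at 600 nm. CP55940 positive control, DMSO negative.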
aSyn rescue: qHTS of alpha-syn Inhibitors. Yeast expressing alpha-synuclein, growth rescue, BacTiter-Glo, 24 h. Potency, µM (highest dose often 46.1 µM), for the others: at the top dose growth rescue (activation), hits mostly activators. 0.14% of 370,000 active; also: potency is read from the fitted curve at half-maximal effect; % of control where 0% means no effect; nearly all actives have a fitted effect of over 65% in size
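Rescue of yeast growth: cells expressing toxic alpha-synuclein, induced in galactose at OD600 0.02, incubated with compound 24 h at 30 C. ATP luminescence quantified growth; inhibitors of toxicity appear as activators.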
GLP1R inv ag: qHTS of GLP-1 Receptor Inverse Agonists (Inhibition Mode). Glucagon-like peptide 1 receptor (Homo sapiens), P43220. Potency, µM (doses to about 38.3 µM), without a hit: at the highest dose activity change, negative = inhibition, usual class: inhibitors. AID 624417, 2012. 1.6% of 410,000 active. HEK293 GLP-1R CRE-luciferase, luminescence, 24 h; GLP-1R form is constitutively active; also: potency is read from the fitted curve at half-maximal effect; % is scaled to controls: 0 for no effect and ±100 for the full control effect; nearly all actives have a fitted effect of over 55% in size
Target sequence (P43220 whole entry, looked up): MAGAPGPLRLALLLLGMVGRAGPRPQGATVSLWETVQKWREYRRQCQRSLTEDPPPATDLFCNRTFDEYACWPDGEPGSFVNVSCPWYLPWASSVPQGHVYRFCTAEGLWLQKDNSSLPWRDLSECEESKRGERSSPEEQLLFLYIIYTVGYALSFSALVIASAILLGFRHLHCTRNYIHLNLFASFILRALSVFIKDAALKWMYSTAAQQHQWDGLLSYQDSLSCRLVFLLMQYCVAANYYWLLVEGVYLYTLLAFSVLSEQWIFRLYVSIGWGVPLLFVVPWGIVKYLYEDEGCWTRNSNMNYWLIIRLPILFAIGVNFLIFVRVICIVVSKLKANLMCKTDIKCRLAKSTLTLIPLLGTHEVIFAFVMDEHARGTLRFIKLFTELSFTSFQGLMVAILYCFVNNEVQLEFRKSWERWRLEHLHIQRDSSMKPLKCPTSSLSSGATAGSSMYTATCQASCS
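Cells are plated, allowed 12 hours at 37 deg C, then treated with compounds for 24 hr before luciferase detection reagent is added and luminescence is read after 12 min at room temperature. The HEK293 line carries constitutively active GLP-1R with a cAMP-responsive reporter.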
PTHR1 ag: qHTS for PTHR1 Agonists: Primary Screen; Parathyroid hormone/parathyroid hormone-related peptide receptor (Homo sapiens), Q03431; HEK293 GP2 PTHR1 cells, GloSensor cAMP luminescence, 1 h; Potency, µM (titrated, usually from 115 µM), for the others: at the highest dose activation, most hits filed as activators; 0.075% of 410,000 active; AID 743266, 2014; also: potency is read from the fitted curve at half-maximal effect; nearly all actives have a fitted effect of over 55% in size; some results filed as inactive show a strong effect at the top dose; inactives centre near -15; many of its hits are not listed in these tables
Target sequence (Q03431 whole entry, looked up): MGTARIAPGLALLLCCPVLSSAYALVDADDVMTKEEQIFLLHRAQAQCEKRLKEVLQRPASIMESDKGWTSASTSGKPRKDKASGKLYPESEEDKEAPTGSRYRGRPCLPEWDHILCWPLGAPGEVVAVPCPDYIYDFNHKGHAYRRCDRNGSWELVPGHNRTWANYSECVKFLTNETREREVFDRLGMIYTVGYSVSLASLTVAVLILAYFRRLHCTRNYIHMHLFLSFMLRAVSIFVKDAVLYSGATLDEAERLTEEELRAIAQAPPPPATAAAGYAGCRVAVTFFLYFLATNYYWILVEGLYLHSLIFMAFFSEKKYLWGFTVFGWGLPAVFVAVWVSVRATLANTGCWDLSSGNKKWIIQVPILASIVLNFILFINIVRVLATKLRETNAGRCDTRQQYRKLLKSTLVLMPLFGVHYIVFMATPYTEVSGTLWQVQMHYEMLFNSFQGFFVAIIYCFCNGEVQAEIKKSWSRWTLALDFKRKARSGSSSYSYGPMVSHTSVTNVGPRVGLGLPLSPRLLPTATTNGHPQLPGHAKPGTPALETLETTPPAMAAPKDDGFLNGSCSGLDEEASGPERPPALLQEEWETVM
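HEK-293-derived GP2 cells expressing PTHR1 and a GloSensor cAMP reporter, 3,000/well, plated overnight, given luciferin plus IBMX (each 0.5 mM as added) for 1 h at 37 °C, then compound for 1 h at 37 °C. Luminescence was read after 15 min at room temperature.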
The depositor's hits bear a star; i = inactive; ? = inconclusive; / = not tested or not shown; & = joins results of further samples; [ ] = another dose, or the depositor's remark. Unless noted, calls follow the shape of the dose curve; as a rule, active = well fitted curve in the direction sought with a large enough effect; inconclusive = small, poorly fitted or top-dose-only effect, or another doubt; inactive = no such curve, though single readings can be large; an effect the other way counts as inactive or inconclusive.

canonical_smiles	pAkt inh	MmCpn inh	Abeta rescue	HEK293 tox	TDP-43 yeast inh	FUS suppressor	aSyn rescue	GLP1R inv ag	PTHR1 ag
CC(C)(C)n1cn[nH]c1=S	i	-1%	?	-11%	-3%	0%	-1%	11%	i
CCN(CC)S(=O)(=O)c1cccc(NC(=O)COc2ccc(C#N)cc2OC)c1	i	-1%	-2%	-9%	-13%	36%	9%	39%[activator]	-37%[inhibitor]
Cc1ccc2oc(=O)n(CCCOc3ccccc3)c2c1	i	1%	-26%	2%	35µM*	28%	8%	0%	-21%
COc1ccc(C(CNC(=O)COc2cccc(C)c2)N2CCCC2)cc1 (stereo not drawn)	i	2%	-10%	-24%	3%	-16%	3%	-29%	i
C=CCNC(=O)/C=C/c1cccs1	i	1%	-10%	3%	9%	1%	2%	4%	i
COc1ccccc1NC(=O)c1ccc(NC(=O)COC(=O)CCC2CCCC2)cc1	i	?	?	-3%	?	39%	-1%	15%	-8%
Cc1cc(N2CCCCCC2)nc2ccc(F)cc12	-92%*	/	11%	5%	-16%	15%	0%	?	i
CC(C)NC(=O)c1c(CSc2ccccc2)noc1C(=O)NCc1ccccc1	i	-1%	0%	-20%	-24%	31%	9%	?	-20%
Cc1cc(=O)oc2cc(NC(=O)c3cccc(F)c3)ccc12	i	-19%	11%	-26%	5%	4%	6%	15%	-11%
CC(C)(C)C(=O)Nc1ccc(S(=O)(=O)c2ccc(NC(=O)C(C)(C)C)cc2)cc1	i	0%	-13%	9%	-17%	7%	-8%	-11%	-36%[inhibitor]

canonical_smiles	pAkt inh	MmCpn inh	Abeta rescue	HEK293 tox	TDP-43 yeast inh	FUS suppressor	aSyn rescue	GLP1R inv ag	PTHR1 ag
C[C@H](c1ccccc1)N1C[C@@H](COCc2ccccc2)Oc2cc(N3CC[C@@H](O)C3)ccc2S1(=O)=O	i	/	0%	-13%	28µM*	36%	0%	?	-52%[inhibitor]
O=C(c1ccc(C23CC4CC(CC(C4)C2)C3)o1)N1CCOCC1	i	-4%	-11%	0%	-12%	24%	-10%	-29%	i
CCOC(=O)c1cnc(SC)nc1Sc1ccccc1Cl	i	1%	-23%	-6%	19%	12%	-9%	?	i
COc1ccc(NC(=O)NC2CCCCCCC2)cc1OC	i	1%	6%	-17%	17%	2%	-4%	-26%	i
CCCN1C(=O)C2(/C(=C(\O)c3ccc4c(c3)OCCO4)C(=O)C(=O)N2CCCOC)c2ccccc21 (stereo not drawn)	i	-2%	1%	0%	-18%	24%	8%	0%	-18%[57.5 µM]
Cc1ccc(CNC(=O)C(=O)NCC2OCCN2S(=O)(=O)c2ccc(Br)cc2)cc1 (stereo not drawn)	i	4%	2%	12%	-10%	/	0%	-73%	i
Cc1ccc2c(c1)c(CC(=O)Nc1ccc(F)cc1)c(C(=O)O)n2C	i	-1%	-11%	-3%	0%	20%	-2%	0%	i
CC(C)Cn1cc(C(=O)NCCCN2CCCC2=O)c2c3ccccc3n(C)c2c1=O	/	-3%	0%	3%	-16%	28%	0%	0%	-12%[57.5 µM]
CCC(c1nnc(SCC(=O)Nc2ccc(S(N)(=O)=O)cc2)n1Cc1ccccc1)N(C)C (stereo not drawn)	i	0%	0%	17%	-25%[0.397 µM]	19%	-8%	-1%	-21%
CC12CCC(C(=O)Nc3ccc4c(c3)OCCO4)(OC1=O)C2(C)C (stereo not drawn)	i	-2%	2%	4%	6%	19%	-4%	0%	i

canonical_smiles	pAkt inh	MmCpn inh	Abeta rescue	HEK293 tox	TDP-43 yeast inh	FUS suppressor	aSyn rescue	GLP1R inv ag	PTHR1 ag
O=C(C#Cc1ccccc1)c1ccccc1	i	/	-6%	-6%	?	-29%	-6%	?	-21%
Cc1cc(-n2c(C)nc3ccccc3c2=O)ccc1NC(=O)c1ccccc1[N+](=O)[O-]	/	/	-12%	-1%	5%	18%	/	6%	-11%
CCN1CCCC1CNCc1ccccc1OCc1ccc(F)cc1 (stereo not drawn)	i	2%	11%	-9%	0%	17%	6%	-23%	i
Cc1ccccc1-c1nc(CS(=O)CC(=O)NCCN2CCOCC2)c(C)o1 (stereo not drawn)	i	0%	6%	-8%	22%	-17%	-2%	7%	i
COc1cc2nc(C)sc2cc1SC	i	-3%	-9%	4%	20µM*	?	-1%	9%	i
O=P(O)(CCc1ccccn1)CN1CCCCC1	i	0%	10%	6%	-10%	-10%	2%	8%	-23%
Cc1noc(C)c1S(=O)(=O)N(C)C[C@H]1OCc2cnnn2CCCC(=O)N([C@H](C)CO)C[C@@H]1C	i	/	9%	2%	21%	-13%	17%	8%	-36%[inhibitor]
CCC(=O)N1CCc2cc(Br)cc(S(=O)(=O)CCC(=O)NCc3ccc(C)cc3)c21	/	/	-8%	1%	5%	-15%	/	0%	i
CC(C)(C)OC(=O)N1CCC(c2c(C(=O)NC3CCN(Cc4ccccc4)CC3)cnn2-c2cccc(F)c2)CC1	/	/	-9%	-17%	-12%	26%	/	-27%	i
CC1(C)CC(=O)C(N=Nc2c(F)cccc2F)=C(O)C1	i	2%	-11%	?	-16%	-20%	-1%	19%	i

canonical_smiles	pAkt inh	MmCpn inh	Abeta rescue	HEK293 tox	TDP-43 yeast inh	FUS suppressor	aSyn rescue	GLP1R inv ag	PTHR1 ag
CCn1c(C)nc2cc(C(=O)NNS(=O)(=O)c3ccc(C)c(C)c3)ccc21	i	-1%	-3%	14%	-1%	-1%	-2%	12%	-5%[57.5 µM]
OC(CNCc1cccs1)c1ccccc1 (stereo not drawn)	i	-1%	-6%	-2%	7%	15%	2%	63%[activator]	-21%
COc1ccc(N2CCN(C(CNC(=O)c3ccc4c(c3)OCO4)c3ccco3)CC2)cc1 (stereo not drawn)	i	-4%	-2%	-6%	-5%	28%	-14%	?	-21%
COc1cccc2cc(C(C)N(CCCN3CCOCC3)C(=S)Nc3ccc(C)cc3)oc12 (stereo not drawn)	i	2%	1%	-7%	4%	2%	0%	-27%	-17%
Cc1cc([N+](=O)[O-])nn1Cc1ccc(C(=O)N/N=C/c2ccc(F)cc2)cc1	i	3%	5%	0%	11%	7%	-5%	-1%	-16%
COc1ccc(NC(=O)CSc2nc(=O)n(CCN3CCOCC3)c3c2CCCC3)c(OC)c1	i	1%	-3%	-27%	-10%	/	1%	3%	i
Cc1cc(=O)oc(C)c1C(=O)NCCCN1CCN(c2ccccc2F)CC1	i	3%	-1%	-20%	-28%	6%	-3%	0%	i
O=C1COc2cc(ccc2[N+](=O)[O-])Oc2ccc(cc2Cl)C(=O)CCCCO1	i	2%	6%	-6%	9%	-4%	2%	4%	-13%
COc1ccccc1NS(=O)(=O)NC(=O)c1c(C)[nH]c2ccccc12	/	0%	-17%	0%	12%	2%	1%	21%	-7%
CCOC(=O)C1(Cc2ccccc2)CCCN(C2CCCC2)C1 (stereo not drawn)	i	-2%	-4%	2%	-18%[0.397 µM]	11%	-2%	-4%	12%

Two compounds from above with just HEK293 tox, pAkt inh and Abeta rescue:
Structure,HEK293 tox,pAkt inh,Abeta rescue
COc1ccccc1NS(=O)(=O)NC(=O)c1c(C)[nH]c2ccccc12,0%,/,-17%
Cc1cc(=O)oc(C)c1C(=O)NCCCN1CCN(c2ccccc2F)CC1,-20%,i,-1%

(cont.)
canonical_smiles	pAkt inh	MmCpn inh	Abeta rescue	HEK293 tox	TDP-43 yeast inh	FUS suppressor	aSyn rescue	GLP1R inv ag	PTHR1 ag
CC(=O)Nc1ccc(C(=O)COC(=O)CCc2ccccc2)c(F)c1	i	1%	-6%	-11%	-4%	/	-10%	15%	-10%
COc1cc(-c2cc(OC)c3c(C)oc(C)c3c(=O)c2)ccc1OC(=O)c1ccc(C)cc1	/	/	-37%	4%	?	?	/	-18%	-3%
O=C(c1ccco1)N1CCN(C(=O)c2cnn(-c3cccc(F)c3)c2C2CCNCC2)CC1	i	2%	12%&-3%	-10%&1%	11%&15%	2%&0%	-4%&-1%	14%&11%	-26%&-20%
Cc1cccc(C)c1NC(=O)Cn1nc(-c2ccc(Cl)s2)ccc1=O	i	1%	10%	-5%	-6%	22%	4%	7%	-12%
O=C(O)CN1C(=O)CCS(=O)c2ccccc21 (stereo not drawn)	i	1%	1%	5%	16%	0%	-1%	12%	-20%
CC(C)(CNC(=O)c1ccc(-c2ccccc2Cl)o1)N1CCOCC1	i	-1%	14%	-8%	9%	15%	-3%	?	-24%
Cc1[nH]c2ccccc2c1/C=N/NC(=O)c1cccc([N+](=O)[O-])c1	i	0%	-18%	21%	0%	8%	-2%&0%	-30%	-62%[inhibitor]
Cc1ccc(-c2c(C(=O)O)c(C(=O)O)c3n2CCC3)cc1	i	-9%	5%	1%	-5%	-14%	-2%	-7%	i
CN(C)c1ccc(NC(=O)Cc2ccccc2)c2ccccc12	i	-3%	3%	0%	-12%	7%	1%	?	i
O=C(NCc1ccc(F)cc1)c1ccc(CSc2nc3ccncc3n2Cc2ccc(F)cc2)cc1	/	/	-12%	-12%	18%	28%	/	?	i
O=C(NC1CCCCC1)C1c2ccccc2C(=O)N1Cc1ccco1 (stereo not drawn)	i	-1%	0%	-9%	-15%	8%	6%	1%	i

Bioassay records (PubChem BioAssay)

A portion of the library, so the mix of outcomes need not match the whole.
